FBW7 activator = human FBW7 E3 ligase activation, primary screen; AlphaScreen FBW7–phospho-cyclin E peptide binding, activator screen; 650,000 tested, 0.13% active; Q969H0; AID 1259310; normalized activity (activation), % at 26.1 µM; in the data active means normalized activity above about 1.9%;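 further: purified mutant Fbw7 with reduced substrate affinity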
Target sequence (Q969H0 whole entry, looked up): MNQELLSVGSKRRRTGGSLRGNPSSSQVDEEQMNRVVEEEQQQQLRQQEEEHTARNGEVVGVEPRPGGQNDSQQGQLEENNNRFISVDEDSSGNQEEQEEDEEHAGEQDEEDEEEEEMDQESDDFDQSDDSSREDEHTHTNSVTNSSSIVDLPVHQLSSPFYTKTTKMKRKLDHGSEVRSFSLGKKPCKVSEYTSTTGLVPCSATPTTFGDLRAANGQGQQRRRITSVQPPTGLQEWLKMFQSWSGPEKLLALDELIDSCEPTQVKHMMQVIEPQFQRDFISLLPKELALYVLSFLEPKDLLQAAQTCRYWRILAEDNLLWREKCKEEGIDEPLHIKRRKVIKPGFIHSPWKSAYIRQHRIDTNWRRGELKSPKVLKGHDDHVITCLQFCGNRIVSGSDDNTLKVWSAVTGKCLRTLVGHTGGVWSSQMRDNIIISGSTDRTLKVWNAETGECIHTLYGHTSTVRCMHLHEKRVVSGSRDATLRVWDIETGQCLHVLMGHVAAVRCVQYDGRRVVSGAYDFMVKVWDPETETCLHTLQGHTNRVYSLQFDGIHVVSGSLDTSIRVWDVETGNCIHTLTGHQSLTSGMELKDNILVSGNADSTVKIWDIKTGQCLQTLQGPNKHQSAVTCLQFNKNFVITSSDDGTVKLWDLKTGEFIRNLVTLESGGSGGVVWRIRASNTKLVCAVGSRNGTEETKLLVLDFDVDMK
GPR151 activ = activators of human GPR151; 650,000 tested, 1% active; PathHunter beta-arrestin GPR151 cells, luminescence; activation, % at 11.2 µM; in the data active means activation above about 4.9%;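 further: 0% = median of compound wells and 100% = cells with positive control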
Target sequence (Q8TDV0 whole entry, looked up): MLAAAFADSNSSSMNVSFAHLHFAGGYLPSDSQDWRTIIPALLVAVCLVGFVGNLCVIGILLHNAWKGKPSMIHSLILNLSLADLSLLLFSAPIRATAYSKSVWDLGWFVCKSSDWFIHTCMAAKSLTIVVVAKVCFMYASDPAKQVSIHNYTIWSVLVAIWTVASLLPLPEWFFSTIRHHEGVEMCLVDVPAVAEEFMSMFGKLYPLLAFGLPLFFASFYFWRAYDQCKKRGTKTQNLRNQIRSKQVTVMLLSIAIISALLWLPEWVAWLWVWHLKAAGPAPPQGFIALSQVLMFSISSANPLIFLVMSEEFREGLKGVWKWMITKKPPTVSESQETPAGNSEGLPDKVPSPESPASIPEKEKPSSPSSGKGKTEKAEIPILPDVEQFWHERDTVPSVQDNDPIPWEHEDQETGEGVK
TEAD-YAP inh = TEAD-YAP interaction inhibition; 640,000 tested, 1.4% active; HEK-TIYL cells, TEAD-Gal4/YAP UAS-luciferase luminescence; inhibition, % at 9.12 µM; AID 1259422; in the data active means inhibition above about 32%;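 further: 0% = median of test compound wells and 100% = reference inhibitor wells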
MITF inh = blocks human microphthalmia-associated transcription factor. AlphaScreen MITF homodimerization, bead proximity signal. O75030. inhibition, % at 2.6 µM. 650,000 tested, 0.91% active; in the data active means inhibition above about 50%;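 further: 0% = vehicle wells with protein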
An asterisk follows results filed as active; & = joins results of further samples.

No. | canonical_smiles | FBW7 activator | GPR151 activ | TEAD-YAP inh | MITF inh
1 | CCOc1ccc(/C=N/NC(=O)COc2ccc(Br)cc2)c(O)c1 | 0.0 | 0.5 | 6 | 0
2 | CC(C)(C)CNc1cc(N2CCN(C(=O)c3ccco3)CC2)ccc1[N+](=O)[O-] | 0.0 | 3.9 | -2 | 14
3 | NC(=O)c1cc(S(=O)(=O)Nc2cccc(C(F)(F)F)c2)ccc1O | 0.9 | -1.1 | 14 | 4
4 | Cc1ccc(OCCN(C)C(=O)CC2(c3ccccc3Cl)CC(=O)N(C)C2=O)cc1 (stereo not drawn) | 0.1 | -1.7 | 19 | 8
5 | CCOC(=O)N1CCN(C(=O)CCc2nnc(Cc3cccc(C)c3)o2)CC1 | 0.2 | 0.0 | -3 | 13
6 | Cc1sc2nc(SCC(=O)c3ccc(Br)cc3)[nH]c(=O)c2c1C | -0.1 | -1.3 | -5 | 10
7 | CCOC(=O)C(C(=O)c1ccccc1)C1(O)C(=O)c2ccccc2C1=O (stereo not drawn) | -0.8 | 6.0* | -5 | 7
8 | Cc1nc2nc(SCC(=O)N3CCOCC3)nn2c(C)c1Cc1ccccc1 | -0.2 | 4.7 | -5 | 6
9 | COCC(C)NC(=O)c1cc2c(=O)n3ccccc3nc2s1 (stereo not drawn) | 0.0 | 0.5 | -2 | 1
10 | CCN1CCN(CCOc2ccc(C(=O)c3ccccc3)cc2)CC1 | 0.0 | -1.5 | -3 | 41
11 | O=C1NC(=S)N(c2cccc(Cl)c2)C(=O)/C1=C/c1ccc(O)cc1 | 0.1 | -0.6 | 2 | 19
12 | CCOc1ccc2nc(NC(=O)c3cc4ccccc4o3)sc2c1 | -0.1 | 1.4 | -7 | 4
13 | CS(=O)(=O)N1CCN(C2CCCCCC2)CC1 | 1.3 | -0.2 | 9 | 30
14 | O=C(CN(C(=O)CNS(=O)(=O)c1ccccc1)c1ccc(F)cc1)NCC1CCCO1 (stereo not drawn) | -0.2 | -0.8 | 0 | -6
15 | Cc1ccc(-c2noc(CNC(=O)COc3ccc(Cl)c(C)c3)n2)cc1 | 0.1 | -1.5 | -3 | 1
16 | CCc1ccc(NC(=O)c2ccc(F)c(S(=O)(=O)NCc3ccco3)c2)cc1 | -0.2 | -0.6 | 9 | -9
17 | Cc1cccc(N=Cc2nc(-c3ccccc3)oc2O)c1 | 0.0 | 1.0 | -11 | -2
18 | O=C1CC(c2ccc3ccccc3c2)c2ccc3ccccc3c2N1 (stereo not drawn) | -0.1 | -0.3 | -5 | -20
19 | COc1ccc(-n2c(=S)[nH]c3cc(C(=O)Nc4ccc(F)cc4)ccc3c2=O)c(OC)c1 | -0.1 | 2.3 | 71* | 3
20 | COC(=O)c1cc(C(=O)OC)cc(N2C(=O)c3ccc(-c4nc5ccccc5c(=O)o4)cc3C2=O)c1 | 0.1 | -0.2 | 4 | -8
21 | CC(=O)c1c(NC(C)C)cc(C)oc1=O | 0.0 | -1.1 | 15 | -12
22 | O=C(c1cc2c(=O)[nH]c3ccccc3c2s1)N1CCCC1 | -0.1 | -0.7 | -42 | -6
23 | CCCS(=O)(=O)N1CCC(C(=O)NCc2ccc(F)cc2)CC1 | 1.1 | -0.5 | -4 | 8
24 | NC(=O)CSc1nc2ccccc2n1CC(=O)N1CCCC1 | 0.1 | -0.5 | 4 | 14
25 | CCc1n[nH]c(=S)n1/N=C/C(C)=C\c1ccccc1 | 0.1 | -1.8 | -10 | 10
26 | CCOc1cccc(/C=C2/SC(=S)N(CCC(=O)O)C2=O)c1 | 0.2 | 4.9* | 8 | 1
27 | CC1CCCC(NC(=O)C2N(CCN(C)Cc3ccccc3)C(=O)C3C(C(=O)Nc4cccc(Cl)c4)C4C=CC32O4)C1C (stereo not drawn) | -0.1 | -0.2 | 5 | -8
28 | O=C(O)C1C2CCC(C2)C1C(=O)Nc1ccccc1 (stereo not drawn) | 0.1 | 0.1 | 2 | 2
29 | Cc1nnc(SCC(=O)N2c3ccccc3C(C)(c3ccc(Br)cc3)CC2(C)C)s1 (stereo not drawn) | 0.2 | -1.0 | -1 | 11
30 | CC(OC(=O)CCS(=O)(=O)c1ccccc1Cl)C(N)=O (stereo not drawn) | -0.2 | 0.0 | -5 | -11
31 | NC(=O)C1(N2CCCCC2)CCN(c2nc3ccccc3c(=O)n2Cc2ccccc2)CC1 | 0.0 | -0.7 | 9 | 4
32 | Cc1c(N=CN(C)C)cc([N+](=O)[O-])cc1[N+](=O)[O-] | -0.1 | -0.5 | 13 | 0
33 | C#CCOC1(c2ccccc2)OC(=O)c2ccccc21 (stereo not drawn) | 0.0 | 0.4 | 1 | -1
34 | CCCc1cc(N2CCC(C(=O)NCc3cccc(OC)c3)CC2)n2ncnc2n1 | 0.1 | 0.7 | 13 | 8
35 | O=C(O)C1=C(OCc2cccc(Br)c2)C(=O)NCC1 | 0.0 | 0.7 | 7 | 2
36 | O=S(=O)(Cc1ccccc1)NCC1CCCN(C2CSCCSC2)C1 (stereo not drawn) | 0.0 | 2.0 | 0 | -2
37 | Cc1c(O)nc(Nc2nc(C)c3ccccc3n2)[nH]c1=O | -0.1 | 0.2 | -11 | -14
38 | COc1ccc2c(c1)CC(c1nc3cc(-c4ccnc(N)n4)c(F)cc3[nH]1)CO2 (stereo not drawn) | 0.2&-0.3 | 4.0&-1.5 | 24&22 | 32&11
39 | Cc1cccc(CN2CCN(C(C)C)C(CCO)C2)n1 (stereo not drawn) | 0.0 | 1.0 | 0 | 7
40 | CC(=O)c1cc(C(=O)N2CCc3ccc(NC(=O)C4CCCO4)cc3C2)cs1 (stereo not drawn) | -0.1 | -0.7 | 8 | 1

Grouped by structure: those above with a nitro group on carbon
No. | canonical_smiles | FBW7 activator | GPR151 activ | TEAD-YAP inh | MITF inh
2 | CC(C)(C)CNc1cc(N2CCN(C(=O)c3ccco3)CC2)ccc1[N+](=O)[O-] | 0.0 | 3.9 | -2 | 14
32 | Cc1c(N=CN(C)C)cc([N+](=O)[O-])cc1[N+](=O)[O-] | -0.1 | -0.5 | 13 | 0

(further entries)
No. | canonical_smiles | FBW7 activator | GPR151 activ | TEAD-YAP inh | MITF inh
41 | CC(=O)C[N+]1=C(C)c2ccc(C)n2CC1 | -0.1 | 0.0 | 3 | -5
42 | CC1CN(C(=O)CCC(=O)N2CCOCC2)c2cc(Cl)ccc2O1 (stereo not drawn) | -0.2 | 2.2 | -2 | 9
43 | NC(=O)c1nc(C(N)=O)c(C(=O)O)cc1C(=O)O | 0.6 | 2.6 | 10 | 49
44 | CC1CCCC(N2C(=O)C3C(C(=O)Nc4ccc(Cl)c(Cl)c4)C4C=CC3(O4)C2C(=O)NC2CCCCC2)C1C (stereo not drawn) | 0.4 | -1.4 | -11 | 2
45 | O=C(CCN1C(=O)c2ccccc2S1(=O)=O)Nc1cccc(Cl)c1Cl | 0.1 | 0.2 | 11 | 5
46 | CCOC(=O)c1sc(=S)n(-c2cc(C)ccc2C)c1N | 0.2 | 0.1 | 10 | 6
47 | Cc1ccccc1CSc1nc2ccccc2c(=O)n1CCCC(=O)NCc1cccc(Cl)c1 | 0.1 | -0.2 | 1 | 11
48 | O=[N+]([O-])c1cccc(N/N=C/c2ccc(O)cc2O)c1 | -1.3 | -1.3 | 16 | 14
49 | C=CCSc1ncccc1C(=O)NCCC1=CCCCC1 | -0.3 | 1.1 | -12 | -4
50 | CCCCn1c(C)cn2c3c(=O)n(CCC(=O)OCC)c(=O)n(C)c3nc12 | 0.1 | 2.4 | -1 | 0

Retrieved one by one from the entries so far, 4 records:
No. | canonical_smiles | FBW7 activator | GPR151 activ | TEAD-YAP inh | MITF inh
41 | CC(=O)C[N+]1=C(C)c2ccc(C)n2CC1 | -0.1 | 0.0 | 3 | -5
49 | C=CCSc1ncccc1C(=O)NCCC1=CCCCC1 | -0.3 | 1.1 | -12 | -4
43 | NC(=O)c1nc(C(N)=O)c(C(=O)O)cc1C(=O)O | 0.6 | 2.6 | 10 | 49
50 | CCCCn1c(C)cn2c3c(=O)n(CCC(=O)OCC)c(=O)n(C)c3nc12 | 0.1 | 2.4 | -1 | 0

Additional structures follow:
No. | canonical_smiles | FBW7 activator | GPR151 activ | TEAD-YAP inh | MITF inh
51 | Cc1c([N+](=O)[O-])cc(C(=O)Oc2ccc3c(c2)OCO3)cc1[N+](=O)[O-] | -0.1 | -1.8 | -9 | -2
52 | CCN(CC)S(=O)(=O)c1ccc(F)c(C(=O)NCc2cccnc2)c1 | 0.0 | 1.5 | 8 | 1
53 | O=C(CSc1cccc[n+]1[O-])Nc1cc([N+](=O)[O-])ccc1Cl | 0.3 | -0.3 | 2 | 8
54 | COc1ccc2c(c1)CC(c1nc3ccc(-c4cnc(N)nc4)cc3o1)CO2 (stereo not drawn) | -0.2 | -0.1 | -1 | -5
55 | CCOC(=O)N/N=C\C=C\c1ccco1 | -0.1 | 1.4 | -19 | 19
56 | Cc1ccc2[nH]c(=O)c3cc(C(=O)NCc4cccnc4)sc3c2c1 | 0.1 | 0.7 | 0 | -2
57 | COc1cc2c(cc1OC)C(c1ccco1)CC(=O)N2 (stereo not drawn) | -0.1 | 0.4 | -2 | 0
58 | CCOc1cc(C(=O)Nc2ccc3oc(-c4cccnc4)nc3c2)cc(OCC)c1OCC | 0.1 | 2.3 | 10 | 10
59 | COc1ccc(/C=C\C(=O)Nc2c3c(nn2-c2ccc([N+](=O)[O-])cc2)CSC3)cc1OC | 0.0 | -1.2 | -3 | 16
60 | Cc1cc(N2C(=O)c3ccc(Oc4ccc(Oc5ccc(C(=O)O)cc5)cc4)cc3C2=O)ccc1Br | 0.0 | -0.7 | -5 | 2
61 | O=C(NCc1cccnc1)c1cncc(-c2cccs2)c1 | 0.0 | -0.6 | -2 | 43
62 | Nc1cccc(-c2ccc(C(=O)NCCc3ccc(O)cc3)s2)c1 | 0.0 | -2.2 | -39 | 21
63 | CCc1c(C)sc(NC(=S)N2CC(C)OC(C)C2)c1C(=O)OC (stereo not drawn) | 0.2 | 0.8 | 4 | 1
64 | CCOc1ccc2cc(C3CC(c4ccco4)=NN3S(C)(=O)=O)c(Cl)nc2c1 (stereo not drawn) | -0.1 | -0.7 | 7 | 1
65 | O=C(NCc1ccccc1Cl)C1CCC(CNc2c(N3CCOCC3)c(=O)c2=O)CC1 (stereo not drawn) | -0.1 | 0.7 | -5 | -1
66 | COC(=O)c1ccc(OCC2c3cc(OC)c(OC)cc3CCN2C(=O)c2ccccc2C(F)(F)F)cc1 (stereo not drawn) | 0.3 | 0.4 | -1 | 14
67 | O=C1C=C(Nc2ccccc2C(=O)O)C(=O)C=C1Nc1ccccc1C(=O)O | -0.1 | -5.1 | 14 | -1
68 | CN(c1cccc(NS(=O)(=O)c2cc(Cl)ccc2Cl)c1)S(C)(=O)=O | 1.0 | 1.8 | -13 | 11
69 | CCOc1ccccc1NC(=O)COc1ccc(Br)c(C)c1 | 0.5 | 3.4 | 2 | 11
70 | Cc1ccc(-c2ncnn2-c2sc3c(c2C#N)CCCCC3)cc1 | -0.7 | -1.1 | 2 | 5
71 | O=C(c1ccccc1)c1cc[n+](-c2[nH]c(=O)sc2/C=N/NC(=O)c2ccccc2O)cc1 | -0.1 | -0.5 | -20 | 13
72 | Cc1occc1C(=O)NCc1ccc2c(c1)OCO2 | -0.2 | -0.1 | 6 | 13
73 | CN(C)C(=O)COc1cccc(Nc2ccc(-c3cccc(Cl)c3)cn2)c1 | -0.3 | -0.1 | 4 | -7
74 | O=C(NCCOc1cc(N2CCCC2)ncn1)NCc1ccccc1 | -0.1 | 0.1 | -13 | 3
75 | Nc1nc(N)nc(Cc2ccccc2)n1 | 0.0 | 2.2 | -10 | 6
76 | COc1ccc(-c2noc(CN(C(=O)Nc3cccc(Cl)c3)C(C)C)n2)cc1OC | 0.4 | -1.5 | 13 | 12
77 | CCOc1cc(/C=C2\C(=O)NC(=O)N(c3cccc(Br)c3)C2=O)ccc1O | 0.6 | -1.4 | 16 | 15
78 | CC1CN(Cc2cccc3c2OCO3)Cc2ccccc2O1 (stereo not drawn) | 0.6 | -0.9 | -9 | 5
79 | Cc1ccc(N2C(=O)CC(Sc3nccc(C)n3)C2=O)cc1 (stereo not drawn) | 0.4 | -0.1 | -4 | 13
80 | COc1ccc(N(C)S(=O)(=O)c2cc(Br)cnc2N)c(OC)c1 | 0.2 | 1.7 | -6 | -4
81 | COc1cccc2c(=O)c(C(=O)c3ccc([N+](=O)[O-])cc3)c[nH]c12 | 0.0 | -0.4 | 3 | -6
82 | CCOC(=O)c1ccc(CNC(=O)CCC2(Cc3ccc4ccccc4c3)CCC(=O)N2)o1 (stereo not drawn) | 0.2 | -0.5 | 1 | 20
83 | Cc1c(NC(=O)Cn2ccc([N+](=O)[O-])n2)c(=O)n(-c2ccccc2)n1C | 0.1 | -0.1 | 1 | 22
84 | COc1ccc(N(CC(=O)Nc2c(C)cccc2C)S(=O)(=O)c2ccccc2)c(OC)c1 | 0.1 | -0.2 | -3 | -2
85 | COc1ccc(C(=O)NC(=S)Nc2cccc(C(=O)O)c2C)cc1 | 0.0 | -2.1 | -61 | 32
86 | Nc1cccc(Oc2ncc(-c3ccc(F)cc3)cn2)c1 | 0.1 | 2.8 | -46 | 6
87 | CCN(CC)c1nc(Nc2ccc(N3CCOCC3)cc2)nc(Nc2ccc3ncccc3c2)n1 | -0.2 | -1.5 | -2 | 9
88 | CCN1C(=O)c2cccc3c(Br)ccc1c23 | 0.4 | 0.0 | -1 | -3
89 | Cc1ccc(C(C)C)c(OCCOc2ccc(Cl)cc2-c2nc3sc4c(c3c(=O)[nH]2)CCCC4)c1 | 0.0 | 1.2 | -8 | 17
90 | O=C(CN(CCc1ccccc1)S(=O)(=O)c1ccccc1)NCc1ccccn1 | -0.2 | -0.4 | 14 | -3
91 | COc1ccc(C2C(C(=O)NCc3ccc(F)cc3)CC(=O)N2c2ccc(OC)cc2)cc1 (stereo not drawn) | -0.1 | -0.2 | -2 | -5
92 | CCC(CC)=NNC(=O)C(=O)Nc1ccc(Cl)cc1 | 0.0 | 3.5 | 0 | -6
